High-throughput results from PubChem BioAssay.
MLLE-PAM2 inh = inhibitors of microRNA-mediated deadenylation, human PABP1 MLLE binding. actives 0.36% (n = 360,000). GST-MLLE / FITC-PAM2 fluorescence polarization. inhibition, % at 20 µM. P11940; in the data active = inhibition above about 35%, passing the limit was not always enough;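 note: plate controls were DMSO wells with GST-MLLE for no effect and wells lacking GST-MLLE protein for full effect; some results filed as inactive read as strong as hits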
Neddylation inh = inhibitors of human cullin neddylation; calls only at 25 µM; AID 651699; P61081+Q13564; actives 0.58% (n = 360,000); TR-FRET cullin neddylation, biochemical; in the data active = inhibition above about 36%
MsrA inhibitor = inhibits bovine methionine sulfoxide reductase A. purified bovine MsrA, absorbance read-out. inhibition, % at 15.5 µM. actives 0.75% (n = 360,000). AID 651718; in the data active = inhibition above about 4.5%;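 note: 0% = vehicle wells with enzyme and 100% = reference inhibitor wells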
Rin1-Abl PPI inh = blocks binding of human Rin1 to Abl. P00519+Q13671. AID 588664. actives 0.4% (n = 360,000). inhibition, % at 7.35 µM. TR-FRET Rin1/Abl binding, biochemical; in the data active = inhibition above about 5%, passing the limit was not always enough
E coli Lon inh = inhibitors of E. coli Lon protease; purified E. coli Lon protease, fluorescence polarization; inhibition, % at 7.94 µM; P0A9M0; AID 602123; actives 0.42% (n = 360,000); in the data active = inhibition above about 13%, passing the limit was not always enough;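 note: 0% = enzyme with probe and DMSO and 100% = no enzyme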
FAS TE block = FAS thioesterase (human) inhibition | P49327 | recombinant FAS-TE, OMFH fluorogenic substrate, fluorescence endpoint | inhibition, % at 15 µM | actives 0.67% (n = 360,000);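 active = compounds whose normalised, plate-corrected inhibition of enzyme fluorescence in the single-dose primary screen is 50% or more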;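 note: 0% = DMSO with enzyme and 100% = substrate without enzyme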
TbMetRS inhib = blocks T. brucei methionyl-tRNA synthetase activity | purified T. brucei MetRS, ATP depletion, Kinase-Glo luminescence | inhibition, % at 11.9 µM | actives 0.4% (n = 360,000) | AID 624268;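 active = inhibition above a per-plate cutoff of the control wells' mean inhibition plus 3 SD, cut at about 5.5% in these data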;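 note: 0% = DMSO wells median and 100% = median of wells with control inhibitor compound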
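assay system = parasite MetRS enzyme | timing = 15 min preincubation, 2 h reaction, all 25 °C | evaluation = percent inhibition relative to median high and low control wells | medium = HEPES buffer containing pyrophosphatase, BSA, spermine, DTT | compound = single dose, 11.9 µM final nominal, 0.9% final DMSO | detection = Kinase-Glo luminescence, ATP depletion format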
MsrA act = activators of bovine methionine sulfoxide reductase A. purified bovine MsrA, absorbance read-out. activation, % at 10.6 µM. actives 0.3% (n = 360,000). AID 602163; in the data active = activation above about 7.5%;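 note: 0% = vehicle and 100% = reference activator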
CSN inh = inhibitors of human CSN-mediated cullin deneddylation | Q92905 | Purified CSN, SCF-Nedd8-OG deneddylation, fluorescence polarization | inhibition, % at 12.5 µM | actives 0.38% (n = 360,000);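 active = pattern-corrected inhibition above about 35%, with an unprinted fluorescence ratio check between 0.5 and 1.5, limit read from the data, passing the limit was not always enough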;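 note: 0% = enzyme with substrate and 100% = substrate without enzyme; some results filed as inactive read as strong as hits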
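test system = HEK293T-derived human Csn5 enzyme | amount = 0.24 nM Csn5 enzyme, final concentration | medium = Tris/NaCl/DTT buffer, pH 7.5 | schedule = 90 min reaction at room temperature | signal = FP | evaluation = inhibition of Csn5 cleavage, % | compound dosing = single dose of 12.5 µM compound with 0.25% DMSO | probe or stimulus = 10 nM SCFSkp2-Nedd8OG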
* marks the source's active call; other numbers are inactive results.

How did Cc1cc(Sc2nc(NC(C)(C)C)nc(N3CCOCC3)n2)nc(Cl)n1 do in these assays?
MLLE-PAM2 inh: 5.0; Neddylation inh: inactive; MsrA inhibitor: 0.1; Rin1-Abl PPI inh: 1.1; E coli Lon inh: 0.2; FAS TE block: -1.9; TbMetRS inhib: 0.0; MsrA act: -1.4; CSN inh: 4.1

What do the screens show for `CC1CCCN(c2c([N+](=O)[O-])c(=O)oc3ccccc23)C1` (stereo not drawn)?
MLLE-PAM2 inh: -7.2; Neddylation inh: inactive; MsrA inhibitor: 1.0; Rin1-Abl PPI inh: 4.4; E coli Lon inh: -6.1; FAS TE block: 22.3; TbMetRS inhib: -0.2; MsrA act: -3.8; CSN inh: 3.5

Results for Cc1ccc(CSCc2ccc(C(=O)O)o2)cc1 ?
MLLE-PAM2 inh: 3.0; Neddylation inh: inactive; MsrA inhibitor: 0.1; Rin1-Abl PPI inh: -3.2; E coli Lon inh: -10.6; FAS TE block: -5.2; TbMetRS inhib: -0.5; MsrA act: -2.0; CSN inh: 0.0

Results for Cc1oc(-c2ccccc2)nc1CS(=O)CC(=O)NC1CCCCCC1 (stereo not drawn) ?
MLLE-PAM2 inh: 21.2; Neddylation inh: inactive; MsrA inhibitor: 0.3; Rin1-Abl PPI inh: 3.4; E coli Lon inh: -4.2; FAS TE block: -3.0; TbMetRS inhib: -1.0; MsrA act: -6.4; CSN inh: 5.1

What do the screens show for `Cc1ccccc1C(=O)N1CCC(C(=O)N(C)CC(=O)Nc2cccc(F)c2)CC1`?
MLLE-PAM2 inh: 1.2; Neddylation inh: inactive; MsrA inhibitor: 0.4; Rin1-Abl PPI inh: 1.1; E coli Lon inh: -4.2; FAS TE block: -5.3; TbMetRS inhib: -0.1; MsrA act: -3.2; CSN inh: -2.6

How did Cc1ccc(/C=N/Nc2cn[nH]c(=O)n2)o1 do in these assays?
MLLE-PAM2 inh: -7.0; Neddylation inh: inactive; MsrA inhibitor: 3.1; Rin1-Abl PPI inh: -1.0; E coli Lon inh: -7.6; FAS TE block: -11.4; TbMetRS inhib: -0.9; MsrA act: -5.8; CSN inh: -4.9

Results for COc1cc2c(c(OC)c1OC)C(c1ccccc1C)CC(=O)O2 (stereo not drawn) ?
MLLE-PAM2 inh: 10.6; Neddylation inh: inactive; MsrA inhibitor: -0.1; Rin1-Abl PPI inh: -0.9; E coli Lon inh: -6.9; FAS TE block: 3.9; TbMetRS inhib: -1.1; MsrA act: -2.5; CSN inh: -1.4

How did COc1ccc(N2CCN(C(=O)CCC(=O)N3CC(C)Oc4ccccc43)CC2)cc1 (stereo not drawn) do in these assays?
MLLE-PAM2 inh: -4.4; Neddylation inh: inactive; MsrA inhibitor: 0.6; Rin1-Abl PPI inh: -1.1; E coli Lon inh: -6.1; FAS TE block: 1.7; TbMetRS inhib: 0.2; MsrA act: -2.5; CSN inh: -8.5

Results for O=C(/C=C/Nc1ccccc1)c1ccc(Cl)cc1Cl ?
MLLE-PAM2 inh: -21.9; Neddylation inh: inactive; MsrA inhibitor: 2.4; Rin1-Abl PPI inh: 0.0; E coli Lon inh: -22.6; FAS TE block: 20.6; TbMetRS inhib: 0.6; MsrA act: -5.9; CSN inh: -3.1

How did Cc1[nH]c(=O)[nH]c(=O)c1S(=O)(=O)N(CC(C)C)CC(C)C do in these assays?
MLLE-PAM2 inh: -7.9; Neddylation inh: inactive; MsrA inhibitor: -0.7; Rin1-Abl PPI inh: 7.6; E coli Lon inh: -1.2; FAS TE block: -4.7; TbMetRS inhib: 0.4; MsrA act: -3.8; CSN inh: -2.1

What do the screens show for `Cc1noc(NS(=O)(=O)c2ccc(NC(=O)CSc3nc4c(cc3C#N)CCCCC4)cc2)c1C`?
MLLE-PAM2 inh: 2.4; Neddylation inh: inactive; MsrA inhibitor: 1.1; Rin1-Abl PPI inh: -1.4; E coli Lon inh: -6.1; FAS TE block: 0.8; TbMetRS inhib: 0.3; MsrA act: -2.1; CSN inh: 8.6

Results for N#CCCN1CCN(S(=O)(=O)c2ccc(S(=O)(=O)N3CCCC3)cc2)CC1 ?
MLLE-PAM2 inh: 8.4; Neddylation inh: inactive; MsrA inhibitor: 0.1; Rin1-Abl PPI inh: 0.8; E coli Lon inh: -8.0; FAS TE block: -1.2; TbMetRS inhib: -1.1; MsrA act: -1.1; CSN inh: 1.1

What do the screens show for `CCN(CC)c1ccc(C(=O)N/N=C(\C)c2ccc(OC)c(OC)c2)cc1`?
MLLE-PAM2 inh: -13.6; Neddylation inh: inactive; MsrA inhibitor: 1.9; Rin1-Abl PPI inh: -2.3; E coli Lon inh: 8.9; FAS TE block: -5.4; TbMetRS inhib: -0.3; MsrA act: -2.1; CSN inh: -1.9

Results for Cc1noc(C)c1NC(=O)Nc1ccc2c(c1)C(=O)N([C@H](C)CO)C[C@H](C)[C@@H](CN(C)C(=O)NC1CCCCC1)O2 ?
MLLE-PAM2 inh: 1.2; Neddylation inh: inactive; MsrA inhibitor: -1.7; Rin1-Abl PPI inh: 2.7; E coli Lon inh: 4.0; FAS TE block: -0.5; TbMetRS inhib: -0.1; MsrA act: -5.7; CSN inh: -0.3

What do the screens show for `N=c1c(C(=O)NCC2CCCO2)cc2c(=O)n3ccccc3nc2n1Cc1ccc(F)cc1` (stereo not drawn)?
MLLE-PAM2 inh: -16.4; MsrA inhibitor: -0.9; Rin1-Abl PPI inh: -10.2; E coli Lon inh: -0.3; FAS TE block: -1.2; TbMetRS inhib: -0.1; MsrA act: -0.9; CSN inh: -3.9

What do the screens show for `COc1ccc(O)c(C(=O)c2cc(C#N)c(=O)n(CC3CCCO3)c2)c1` (stereo not drawn)?
MLLE-PAM2 inh: -45.5; Neddylation inh: inactive; MsrA inhibitor: 1.9; Rin1-Abl PPI inh: -0.1; E coli Lon inh: 4.1; FAS TE block: -4.8; TbMetRS inhib: -0.5; MsrA act: -4.5; CSN inh: 1.1

What do the screens show for `CC1CCCN(CCCNC(=O)c2ccc(NC(=O)C3=CSCCO3)cc2)C1` (stereo not drawn)?
MLLE-PAM2 inh: 6.4; Neddylation inh: inactive; MsrA inhibitor: 1.1; Rin1-Abl PPI inh: -2.5; E coli Lon inh: 5.4; FAS TE block: -5.3; TbMetRS inhib: -0.2; MsrA act: -3.5; CSN inh: 2.3

Results for CCC(=O)N(Cc1cc2c(C)ccc(C)c2[nH]c1=O)C1CCCCC1 ?
MLLE-PAM2 inh: 1.5; Neddylation inh: inactive; MsrA inhibitor: 0.4; Rin1-Abl PPI inh: 1.3; E coli Lon inh: 8.9; FAS TE block: -2.4; TbMetRS inhib: -1.0; MsrA act: -4.2; CSN inh: -0.9

What do the screens show for `COc1cc(N(C(C)=O)c2ccc(O)c(C(=O)O)c2)c2ncccc2c1`?
MLLE-PAM2 inh: 6.6; Neddylation inh: inactive; MsrA inhibitor: 2.2; Rin1-Abl PPI inh: 7.0; E coli Lon inh: 9.5; FAS TE block: -2.3; TbMetRS inhib: 0.2; MsrA act: -1.3; CSN inh: 4.9

Results for O=C(NCc1ccncc1)c1cc(S(=O)(=O)N2CCOCC2)c(Cl)cc1Cl ?
MLLE-PAM2 inh: 2.4; Neddylation inh: inactive; MsrA inhibitor: 0.4; Rin1-Abl PPI inh: 1.9; E coli Lon inh: 9.2; FAS TE block: -6.7; TbMetRS inhib: -0.4; MsrA act: -1.2; CSN inh: -0.1

What do the screens show for `COC(=O)c1nn(-c2ccc(OC)cc2)c(=O)cc1NN`?
MLLE-PAM2 inh: -10.9; Neddylation inh: inactive; MsrA inhibitor: 0.5; Rin1-Abl PPI inh: 3.3; E coli Lon inh: -4.5; FAS TE block: -2.5; TbMetRS inhib: -0.2; MsrA act: 2.1; CSN inh: 4.1

What do the screens show for `Cc1cc(COc2ccccc2O)on1`?
MLLE-PAM2 inh: -1.7; Neddylation inh: inactive; MsrA inhibitor: -0.7; Rin1-Abl PPI inh: -2.0; E coli Lon inh: 6.3; FAS TE block: -4.8; TbMetRS inhib: -0.2; MsrA act: 0.3; CSN inh: 1.1

How did CCOc1ccc(N2C(=O)c3cccnc3C2Nc2ccc(C)c(C)c2)cc1 (stereo not drawn) do in these assays?
MLLE-PAM2 inh: -22.5; Neddylation inh: inactive; MsrA inhibitor: 0.6; Rin1-Abl PPI inh: 3.1; E coli Lon inh: -16.9; FAS TE block: 4.2; TbMetRS inhib: -1.0; MsrA act: 0.3; CSN inh: 4.1

What do the screens show for `CN(c1ccccc1)S(=O)(=O)c1ccc(Cl)c(C(=O)OCC(=O)N2CCOCC2)c1`?
MLLE-PAM2 inh: 4.5; Neddylation inh: inactive; MsrA inhibitor: -0.9; Rin1-Abl PPI inh: 0.4; E coli Lon inh: 1.7; FAS TE block: -2.4; TbMetRS inhib: -0.6; MsrA act: -4.6; CSN inh: -7.2

Results for CN(Cc1ccccc1)C1(CNC(=O)CCC(F)(F)F)Cc2ccccc2C1 ?
MLLE-PAM2 inh: -4.7; Neddylation inh: inactive; MsrA inhibitor: -1.0; Rin1-Abl PPI inh: 1.8; E coli Lon inh: -0.7; FAS TE block: 2.8; TbMetRS inhib: 0.3; MsrA act: -0.7; CSN inh: 4.0

What do the screens show for `CCC1=Nc2cc(C(=O)NCCN3CCOCC3)ccc2Sc2ccc(Br)cc21`?
MLLE-PAM2 inh: -6.7; Neddylation inh: inactive; MsrA inhibitor: 0.3; Rin1-Abl PPI inh: -2.8; E coli Lon inh: 2.8; FAS TE block: 2.3; TbMetRS inhib: -0.6; MsrA act: -4.9; CSN inh: 2.7

How did Cc1ccc(C)c(SCC(=O)OCC(=O)N2CC(C)OC(C)C2)c1 (stereo not drawn) do in these assays?
MLLE-PAM2 inh: -9.1; Neddylation inh: inactive; MsrA inhibitor: -0.6; Rin1-Abl PPI inh: 1.0; E coli Lon inh: -8.2; FAS TE block: -2.0; TbMetRS inhib: -0.4; MsrA act: 1.2; CSN inh: 8.2

Results for CCOc1ccc(S(=O)(=O)N(CC)CC)cc1N ?
MLLE-PAM2 inh: 0.4; Neddylation inh: inactive; MsrA inhibitor: 1.7; Rin1-Abl PPI inh: 0.0; E coli Lon inh: -9.5; FAS TE block: -11.4; TbMetRS inhib: -0.6; MsrA act: -6.7; CSN inh: 3.5

What do the screens show for `COc1cc(C(=O)NCC(=O)NNC(=O)C2COc3ccccc3O2)cc(OC)c1OC` (stereo not drawn)?
MLLE-PAM2 inh: 7.4; Neddylation inh: inactive; MsrA inhibitor: 0.2; Rin1-Abl PPI inh: -1.2; E coli Lon inh: 0.2; FAS TE block: -8.3; TbMetRS inhib: -0.2; MsrA act: -2.9; CSN inh: -3.4

What do the screens show for `O=C1CC(N2CCN(Cc3ccc4c(c3)OCO4)CC2)C(=O)N1CCc1ccccc1` (stereo not drawn)?
MLLE-PAM2 inh: 1.3; Neddylation inh: inactive; MsrA inhibitor: -0.4; Rin1-Abl PPI inh: -1.0; E coli Lon inh: 0.3; FAS TE block: -5.0; TbMetRS inhib: -0.1; MsrA act: 0.5; CSN inh: 1.3

Results for COCCCNC(=O)COc1ccc(-c2nccc(-c3ccccn3)n2)cc1 ?
MLLE-PAM2 inh: -6.8; Neddylation inh: inactive; MsrA inhibitor: -0.1; Rin1-Abl PPI inh: 1.7; E coli Lon inh: -6.6; FAS TE block: -0.4; TbMetRS inhib: -0.5; MsrA act: -5.2; CSN inh: 0.0
